HGIII-sPLA2 inh: Blocks human group III sPLA2 activity. Q9NZ20. QFRET BODIPY PC-A2 liposome hydrolysis, fluorescence. inhibition, % at 12.2 µM. 370,000 tested, 0.56% active. AID 743126;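 active means inhibition above mean plus 3 SD of compounds lying within the high and low control bounds, cut at about 19% in these data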;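 further: 0% = median of test compound wells and 100% = no enzyme DMSO wells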
SMARCA2 act: increases SMARCA2 function in MMTV reporter cells; MG213 cells, MMTV-luciferase reporter, dexamethasone, overnight; activation, % at 9.1 µM; 370,000 tested, 1% active; AID 652017; in the data active means activation above about 7.8%;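 further: 0% = vehicle wells and 100% = reference activator wells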
ADAM10 inh: inhibits human ADAM10; recombinant ADAM10, EDANS/DABCYL FRET peptide cleavage, 3 h; O14672; 370,000 tested, 0.62% active; inhibition, % at 7 µM;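 active means inhibition above a per-campaign cutoff equal to the mean of compounds falling between control-based bounds plus 3 SD, cut at about 20% in these data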;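 further: 0% = DMSO wells while the 100% control is not disclosed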
ssDAF12 agonist: activates DAF-12 receptor from parasite S. stercoralis. HEK293 ssDAF-12/GRIP1 lit1-tk-luc reporter, luminescence; % of 3 µM dafachronic acid response. activation, % at 6.8 µM. 370,000 tested, 1% active. AID 652126;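 active means activation above the mean over all tested compounds plus 3 SD, cut at about 0.9% in these data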;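 further: 0% = DMSO-only wells and 100% = 3 µM delta7-dafachronic acid wells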
FXN GAA850 act: increases GAA850 frataxin promoter reporter activity; HEK293 lucGAA850 FXN promoter luciferase reporter, 24 h; percent of 10 µM SAHA response; activation, % at 6 µM; 360,000 tested, 0.56% active; AID 540364;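 active means activation above the average of all compounds screened plus 3 SD, cutoff fixed separately per campaign, cut at about 7.5% in these data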;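 further: 0% = DMSO wells and 100% = 10 µM SAHA wells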
DAX1 inh-1: blocks DAX1 repression of SF-1 activated StAR promoter; HEK293T StAR-luciferase reporter, SF-1/DAX-1 repression relief; inhibition, % at 6.8 µM; 370,000 tested, 1.1% active; AID 652010;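 active means inhibition above the mean over all tested compounds plus 3 SD, cut at about 3.6% in these data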;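 further: 0% = DAX-1 cells with DMSO and 100% = cells lacking DAX-1 with DMSO; higher inhibition means more luminescence from relief of DAX-1 repression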
GC-A act: GC-A (human) enzyme activation; P16066; HEK293 GC-A cells, cGMP TR-FRET, EC30 ANP; 0% at EC30 ANP, 100% saturating ANP; activation, % at 10 µM; 370,000 tested, 0.14% active; in the data active means activation above about 40%
Target sequence (P16066 whole entry, looked up): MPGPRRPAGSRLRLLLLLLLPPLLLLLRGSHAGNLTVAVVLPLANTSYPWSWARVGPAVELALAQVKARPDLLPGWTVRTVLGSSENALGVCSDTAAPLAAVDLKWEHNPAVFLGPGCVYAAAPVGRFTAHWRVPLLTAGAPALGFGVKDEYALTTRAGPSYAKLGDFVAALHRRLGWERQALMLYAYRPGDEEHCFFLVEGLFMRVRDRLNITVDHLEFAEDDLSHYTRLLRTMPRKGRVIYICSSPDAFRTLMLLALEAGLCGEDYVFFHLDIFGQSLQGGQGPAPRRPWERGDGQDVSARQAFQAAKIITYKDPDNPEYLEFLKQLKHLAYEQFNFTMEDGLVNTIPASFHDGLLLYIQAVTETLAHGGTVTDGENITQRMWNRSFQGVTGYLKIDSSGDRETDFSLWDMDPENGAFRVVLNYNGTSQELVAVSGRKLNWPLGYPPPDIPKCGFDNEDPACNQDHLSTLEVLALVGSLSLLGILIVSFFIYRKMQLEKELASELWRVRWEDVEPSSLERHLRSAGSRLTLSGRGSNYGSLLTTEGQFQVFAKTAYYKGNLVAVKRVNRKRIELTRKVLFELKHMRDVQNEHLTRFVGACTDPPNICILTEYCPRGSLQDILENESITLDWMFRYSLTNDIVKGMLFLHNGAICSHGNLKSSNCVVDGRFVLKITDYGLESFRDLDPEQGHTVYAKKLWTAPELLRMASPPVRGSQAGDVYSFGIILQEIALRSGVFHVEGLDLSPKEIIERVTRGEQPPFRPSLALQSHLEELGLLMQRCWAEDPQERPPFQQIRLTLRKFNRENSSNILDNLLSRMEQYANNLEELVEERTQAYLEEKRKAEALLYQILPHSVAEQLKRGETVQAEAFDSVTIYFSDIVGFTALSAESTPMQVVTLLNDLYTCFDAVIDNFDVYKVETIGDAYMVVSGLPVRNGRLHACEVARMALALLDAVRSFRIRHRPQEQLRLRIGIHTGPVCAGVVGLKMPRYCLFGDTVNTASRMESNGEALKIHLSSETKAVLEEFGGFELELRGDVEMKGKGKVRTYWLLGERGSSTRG
hcDAF12 agonist: activators of H. contortus DAF-12 nuclear receptor; 370,000 tested, 1.4% active; AID 652067; activation, % at 6.8 µM; HEK293 hcDAF-12 lit1-tk-luc reporter, luminescence; 0% DMSO, 100% Δ7-dafachronic acid;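 active means activation above the mean of all tested compounds plus 3 SD, cut at about 5.5% in these data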;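 further: 100% = response to 3 µM Δ7-dafachronic acid high control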
hgDAF-12 ag: agonists of H. glycines DAF-12 nuclear receptor; HEK293 GAL4-hgDAF12 UAS-luciferase reporter, agonist luminescence; normalized to butyrate control; activation, % at 6.8 µM; 370,000 tested, 1.8% active; AID 687014;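 active means activation above a cutoff set at the mean of all screened compounds plus 3 SD, cut at about 10% in these data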;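 further: 0% = DMSO wells and 100% = sodium butyrate wells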
NPR2 activator: GC-B (human) receptor activation. P20594. activation, % at 10 µM. 370,000 tested, 0.11% active. HEK293-GC-B cells, CNP EC30, cGMP TR-FRET; 0% at EC30 CNP, 100% saturating CNP. AID 1920062;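 active means activation at 10 µM reaching about 35% in either raw or pattern-adjusted values, limit read from the data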
DAX1 inh-2: inhibitors of human orphan nuclear receptor DAX1 (NR0B1); P51843; HEK293 Gal4-DAX1 luciferase reporter, luminescence; inhibition, % at 6.75 µM; 340,000 tested, 0.99% active; AID 504766;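 active means inhibition above the mean over all tested compounds plus 3 SD, cut at about 4.2% in these data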;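 further: 0% = DAX1-transfected cells with DMSO and 100% = empty-vector control cells with DMSO; inhibition shows as a rise in luminescence from relieved DAX1 repression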
* = called active by the depositor; x = no result given.

[1] COc1ccc2c(c1)CCc1c(C(=O)NCc3ccc(Cl)cc3)noc1-2
[2] COc1cc(CC(=O)Nc2nc(-c3ccc(F)c(F)c3)cs2)cc(OC)c1OC
[3] CCCSc1nc(C)c2cc(C)cc(C)c2n1
[4] O=C(CSc1nc2ccccc2c(=O)n1CCCN1CCOCC1)Nc1ccc2c(c1)OCO2
[5] CC1CN(S(=O)(=O)c2ccc(NC(=O)CCN3C(=O)c4ccccc4C3=O)cc2)CC(C)O1 (stereo unspecified)
[6] CCC(=O)Nc1nnc(-c2ccco2)o1

assay / entry,1,2,3,4,5,6
HGIII-sPLA2 inh,2,-17,4,1,-17,4
SMARCA2 act,-4,-6,-3,1,-1,0
ADAM10 inh,-4,4,-4,1,-4,0
ssDAF12 agonist,-0.7,-2.3,-0.5,-1.3,-1.7,-1.0
FXN GAA850 act,0.4,-2.9,-0.7,-1.4,-2.1,0.5
DAX1 inh-1,0.4,-1.7,-0.2,-0.5,-0.5,-0.4
GC-A act,-4,16,-10,6,5,1
hcDAF12 agonist,-0.6,-5.9,0.5,0.6,-2.5,-0.8
hgDAF-12 ag,-0.4,-6.8,-1.2,-3.6,-0.8,2.6
NPR2 activator,-3,3,-5,5,-2,4
DAX1 inh-2,-1.5,-3.8,1.5,-1.8,-0.2,2.4

[7] O=C(COC(=O)CCCN1C(=O)c2cccc3cccc(c23)C1=O)Nc1cccc(C(F)(F)F)c1
[8] COC(=O)c1sc(NC(=O)c2ccc(Cn3cc(Cl)cn3)o2)c(C#N)c1C
[9] COC(=O)C[C@@H]1CC[C@H]2[C@H](COc3ccc(NC(=O)c4ccc(OC)cc4)cc3C(=O)N2C)O1
[10] CCc1cccc2c(C(=O)CSc3nnc(-c4ccncc4)n3C)c[nH]c12
[11] COc1ccc(-c2nc(-c3cccc([N+](=O)[O-])c3O)cc(=O)o2)cc1OC
[12] CCOC(=O)C(/C=C(\C#N)C(=O)OCC)=C(/N)N1CCN(c2ccc(OC)cc2)CC1

assay / entry,7,8,9,10,11,12
HGIII-sPLA2 inh,-35,-16,-2,-4,7,-6
SMARCA2 act,-2,-4,-2,1,-3,2
ADAM10 inh,-143,2,-2,-4,-2,5
ssDAF12 agonist,-1.9,-0.5,-0.8,-0.4,-0.8,-0.6
FXN GAA850 act,1.0,0.4,x,-1.3,0.0,1.5
DAX1 inh-1,0.0,-1.0,-0.6,0.2,0.8,0.2
GC-A act,0,3,-2,0,1,-3
hcDAF12 agonist,-2.0,-1.0,-2.6,0.6,-1.8,0.8
hgDAF-12 ag,-1.6,-0.2,7.1,-1.4,-1.1,-1.1
NPR2 activator,1,3,11,0,-5,-5
DAX1 inh-2,1.1,-0.8,x,-0.2,-0.5,-0.4

[13] CN(C)S(=O)(=O)c1ccc(C(=O)Nc2ccc(CN3CCCC3)cc2)cc1
[14] COc1cccc(CN(CCC(=O)O)Cc2cccc(OC)c2)c1
[15] C=CCn1c(SCC(=O)Nc2ccccc2C)nc2sc(C)c(C)c2c1=O
[16] CCOc1ccccc1NC(=O)COC(=O)C1CC1
[17] CN(C)S(=O)(=O)n1cc(/C=C(\NC(=O)c2ccccc2F)C(=O)N2CCCC2)c2ccccc21
[18] Oc1cccc(/C=N/N2CCN(c3ccccn3)CC2)c1

assay / entry,13,14,15,16,17,18
HGIII-sPLA2 inh,1,1,3,-3,6,-2
SMARCA2 act,0,-1,-1,-1,-2,7
ADAM10 inh,-5,-19,-2,1,5,3
ssDAF12 agonist,-1.5,-0.8,-0.5,-0.5,-0.6,-2.1
FXN GAA850 act,-1.4,1.3,1.9,-1.5,-0.1,1.4
DAX1 inh-1,0.2,0.4,-0.3,1.2,0.1,1.3
GC-A act,9,-5,-8,3,-2,-2
hcDAF12 agonist,-1.2,-0.7,-0.9,0.1,1.2,0.1
hgDAF-12 ag,2.5,-1.1,0.0,-0.8,0.2,7.6
NPR2 activator,0,-5,-11,0,-3,6
DAX1 inh-2,0.2,0.8,0.9,-0.3,0.3,1.8

Some values from the entries so far:
compound 2 – SMARCA2 act: -6
compound 18 – GC-A act: -2

The list goes on.
[19] Cc1c(-n2cc(C(=O)c3cc(Br)ccc3O)cc(C#N)c2=O)c(=O)n(-c2ccccc2)n1C
[20] CSc1nc2ccccc2c(=O)n1C1CCOC(C)(C)C1 (stereo unspecified)
[21] Nc1nc(-c2ccco2)nn1C(=O)CCc1ccccc1
[22] CCC(C)n1[nH]c(=O)c2c(C)cc(C)nc21 (stereo unspecified)
[23] CCOc1ccc(NC(=O)C2CCN(S(C)(=O)=O)CC2)cc1
[24] O=C1C(Cl)=C(N2CCOCC2)C(=O)N1c1cccc(Cl)c1

assay / entry,19,20,21,22,23,24
HGIII-sPLA2 inh,-1,1,7,3,-4,4
SMARCA2 act,0,-4,-1,-1,1,5
ADAM10 inh,9,-1,0,-15,-2,2
ssDAF12 agonist,-1.3,-1.6,-0.7,-0.6,-1.4,-1.5
FXN GAA850 act,4.5,1.2,0.4,-0.1,2.4,-1.0
DAX1 inh-1,0.2,-0.2,-0.3,0.0,-0.6,-0.9
GC-A act,1,-2,3,-2,0,0
hcDAF12 agonist,1.1,-1.2,-0.2,-1.8,-0.7,1.1
hgDAF-12 ag,-0.6,-0.4,-0.9,-2.7,2.9,1.0
NPR2 activator,-1,0,11,-1,0,-3
DAX1 inh-2,-0.8,0.1,-0.2,1.5,0.7,0.3

[25] COc1ccccc1-c1ccc2c(c1)C(C)(Cc1ccc(Cl)cc1)C(=O)N2 (stereo unspecified)
[26] O=C(CSc1nnnn1-c1ccc2c(c1)OCCO2)Nc1nc2c(s1)CCCC2
[27] Cc1cc(C(=O)CN2C(=O)NC3(CCCc4ccccc43)C2=O)c(C)n1Cc1ccccc1 (stereo unspecified)
[28] COc1ccc(C(=O)C2CCCN(C(=O)c3c4c(nn3C)CCCC4)C2)cc1F (stereo unspecified)
[29] O=C(NCCSCc1ccco1)Nc1ccc(Cl)cc1
[30] CCOC(=O)c1[nH]c(C)c(/C(O)=C2\C(=O)C(=O)N(CCCN3CCOCC3)C2c2cccnc2)c1C (stereo unspecified)

assay / entry,25,26,27,28,29,30
HGIII-sPLA2 inh,-1,-7,-8,4,-12,1
SMARCA2 act,1,-4,-1,-5,3,0
ADAM10 inh,-2,4,-6,-5,4,8
ssDAF12 agonist,-1.3,-1.2,-1.5,-0.8,-0.5,-1.1
FXN GAA850 act,2.0,-2.2,-1.1,3.6,3.6,0.5
DAX1 inh-1,0.8,-1.6,0.5,0.1,0.9,-0.6
GC-A act,2,0,-5,-2,-1,3
hcDAF12 agonist,0.6,-1.6,-1.4,-0.4,1.2,-1.2
hgDAF-12 ag,-0.6,-2.3,-1.2,-3.0,2.1,2.3
NPR2 activator,-2,-4,5,-2,2,1
DAX1 inh-2,x,-0.6,-0.6,-0.9,0.3,-1.0

[31] COC(=O)C1C2CCCCC1C(=O)O2 (stereo unspecified)
[32] C[C@H](CO)N1C[C@H](C)[C@@H](CN(C)CC2CCOCC2)Oc2cc(C#Cc3ccccc3F)ccc2S1(=O)=O
[33] O=C(COC(=O)CSCc1ccccc1)NCc1ccccc1
[34] COc1cc2c(cc1OC)CN(CC(=O)Nc1ccc(F)cc1)C(C(=O)O)C2 (stereo unspecified)
[35] NS(=O)(=O)c1ccc(NC(=O)COC(=O)/C(=C/c2cccs2)c2cccs2)cc1
[36] CC1CCN(C(=O)c2ncn3c2C(=O)N[C@@H](C)C3)CC1

assay / entry,31,32,33,34,35,36
HGIII-sPLA2 inh,-5,-19,-8,16,-27,1
SMARCA2 act,0,0,0,-3,2,2
ADAM10 inh,-5,-5,1,-26,6,-12
ssDAF12 agonist,-1.3,-1.2,-0.7,-1.0,-1.6,-0.9
FXN GAA850 act,-1.3,-1.6,0.9,-0.2,-1.5,x
DAX1 inh-1,0.4,-1.6,0.4,-0.2,0.2,0.5
GC-A act,1,2,0,5,-20,-2
hcDAF12 agonist,0.9,-1.2,1.1,-0.7,-1.2,-0.7
hgDAF-12 ag,1.0,2.9,2.2,0.6,-5.1,0.1
NPR2 activator,0,-3,-6,2,-17,3
DAX1 inh-2,1.3,0.0,-0.4,0.1,2.6,x

Compound profiles, as listed above. Order of values: HGIII-sPLA2 inh | SMARCA2 act | ADAM10 inh | ssDAF12 agonist | FXN GAA850 act | DAX1 inh-1 | GC-A act | hcDAF12 agonist | hgDAF-12 ag | NPR2 activator | DAX1 inh-2
COC(=O)C[C@@H]1CC[C@H]2[C@H](COc3ccc(NC(=O)c4ccc(OC)cc4)cc3C(=O)N2C)O1 is entered as -2 | -2 | -2 | -0.8 | x | -0.6 | -2 | -2.6 | 7.1 | 11 | x
COC(=O)c1sc(NC(=O)c2ccc(Cn3cc(Cl)cn3)o2)c(C#N)c1C is entered as -16 | -4 | 2 | -0.5 | 0.4 | -1.0 | 3 | -1.0 | -0.2 | 3 | -0.8
CCOC(=O)C(/C=C(\C#N)C(=O)OCC)=C(/N)N1CCN(c2ccc(OC)cc2)CC1 is entered as -6 | 2 | 5 | -0.6 | 1.5 | 0.2 | -3 | 0.8 | -1.1 | -5 | -0.4
CCOc1ccc(NC(=O)C2CCN(S(C)(=O)=O)CC2)cc1 is entered as -4 | 1 | -2 | -1.4 | 2.4 | -0.6 | 0 | -0.7 | 2.9 | 0 | 0.7
O=C1C(Cl)=C(N2CCOCC2)C(=O)N1c1cccc(Cl)c1 is entered as 4 | 5 | 2 | -1.5 | -1.0 | -0.9 | 0 | 1.1 | 1.0 | -3 | 0.3

Next section.
[37] Cc1ccsc1C(=O)Nc1cccc(-n2cnnn2)c1
[38] CCCCCCSc1cccc(-c2nc3cc(C)ccn3c2NC2CCCCC2)c1
[39] N#Cc1ccc(OCC(=O)NN2Cc3ccccc3C2=N)cc1
[40] Cc1cc(C)c(CN2CCC(n3nccc3NC(=O)c3ccccc3Cl)CC2)cc1C
[41] CCOc1ccc(C2CC(c3ccccc3C)n3nc(N)nc3N2)cc1 (stereo unspecified)
[42] COc1ccccc1N1CCN(C2=NS(=O)(=O)c3ccccc32)CC1
[43] C/C(Cl)=C\Cn1c(Nc2cccc(C)c2)nc2c1c(=O)n(C)c(=O)n2C
[44] CN(Cc1ccco1)S(=O)(=O)c1ccc(CN2C(=O)c3cccnc3C2=O)s1
[45] CCOC(=O)NC(=S)Nc1ccc(C(C)(C)C)cc1Br

assay / entry,37,38,39,40,41,42,43,44,45
HGIII-sPLA2 inh,-2,3,-4,-8,4,-4,-4,13,12
SMARCA2 act,0,1,1,0,-1,-3,5,0,-5
ADAM10 inh,-2,-113,0,-9,-136,6,9,8,8
ssDAF12 agonist,-1.0,-0.9,-1.1,-1.4,-0.9,-0.5,-0.2,-1.5,-1.8
FXN GAA850 act,-1.2,1.5,-0.3,-4.0,0.6,-0.1,-0.3,1.1,3.6
DAX1 inh-1,-0.3,-0.3,0.1,-1.0,-0.1,0.8,0.5,-0.1,-0.2
GC-A act,4,4,0,-8,4,-5,51*,3,-6
hcDAF12 agonist,-1.5,-0.3,1.6,-1.6,-0.6,-1.6,1.1,-2.2,0.5
hgDAF-12 ag,-0.1,1.3,1.6,-3.2,-1.8,-1.0,-1.7,-3.5,-2.6
NPR2 activator,6,2,1,-5,4,-1,45*,4,14
DAX1 inh-2,-0.2,0.2,2.3,-0.4,1.2,0.9,-1.3,0.3,2.9

No enrichment for hits. Share with any hit: about 6.6%.
